PERK inhibitor – block of dimerizer-induced PERK translation repression, primary screen, PERK inhibitor project, CHO PERK-DD cells, SEAP luminescence, HTS; Eukaryotic translation initiation factor 2-alpha kinase 3 (Homo sapiens), Q9NZJ5; CHO PERK-DD fusion, SEAP luminescence translation reporter; inhibition, % at 5.6 µM; 0.17% of 220,000 active;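 active = inhibition above the mean inhibition of all tested compounds plus 3 SD, set separately per screening campaign, cut at about 2.9% in these data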;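 note: PERK kinase domain activated by AP20187 dimerizer at 100 nM; 0% = DMSO with dimerizer and 100% = rapamycin at 8.4 µM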
BaF3 tox – parental Ba/F3 cell viability inhibition, counter-screen for JAK2V617F inhibitor project, murine pro-B, CellTiter-Glo luminescence; CellTiter-Glo ATP luminescence; inhibition, % at 5.6 µM; 1.1% of 220,000 active;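 active = inhibition above a per-campaign cutoff, the mean inhibition of all tested compounds plus 3 SD, cut at about 27% in these data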;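 note: 0% = DMSO wells and 100% = JAK Inhibitor I control wells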
Ba/F3 V617F tox – reduced viability of JAK2V617F-dependent Ba/F3 cells, primary screen, JAK2V617F inhibitor project, cell-based, Ba/F3 EpoR-JAK2V617F, luminescence | AID 1446, 2008 | 1.1% of 220,000 active | ATP luminescence | inhibition, % at 5.6 µM;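 active = inhibition above the campaign mean plus 3 SD over all tested compounds, cut at about 24% in these data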;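 note: cytokine-independent growth of Ba/F3 cells driven by EpoR plus mutant JAK2; 0% = DMSO-treated cells and 100% = JAK inhibitor I control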
S1P4 ag – S1P4 receptor agonists, primary screen, cell-based; S1P4-expressing cell line, agonist reporter assay; activation, % at 4.98 µM; 0.35% of 220,000 active; AID 1509, 2009; in the data active = activation above about 11%;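 note: 0% = DMSO vehicle and 100% = reference agonist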
Target sequence (O95977 whole entry, looked up): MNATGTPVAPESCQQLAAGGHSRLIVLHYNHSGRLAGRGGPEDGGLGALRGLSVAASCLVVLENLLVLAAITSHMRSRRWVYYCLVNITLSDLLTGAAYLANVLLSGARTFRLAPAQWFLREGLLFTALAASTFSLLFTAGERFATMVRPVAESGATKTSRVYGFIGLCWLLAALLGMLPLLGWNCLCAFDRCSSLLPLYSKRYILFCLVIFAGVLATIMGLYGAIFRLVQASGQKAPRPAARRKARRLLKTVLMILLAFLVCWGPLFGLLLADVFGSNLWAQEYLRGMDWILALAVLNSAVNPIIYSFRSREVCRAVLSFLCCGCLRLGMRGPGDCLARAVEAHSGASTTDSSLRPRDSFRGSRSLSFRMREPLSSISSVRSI
m-calpain inh – inhibitors of pig calpain II, primary screen, biochemical, fluorogenic peptide substrate, 1536-well; 0.37% of 220,000 active; purified calpain II, 30 min; inhibition, % at 16 µM;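 active = inhibition above about 50%, limit read from the data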
TRPML3 ag – human TRPML3 channel agonists, primary screen, cell-based, HEK293 TRPML3-YFP, Fluo-8 calcium fluorescence, 3 µM. Mucolipin-3 (Homo sapiens), Q8TDD5. 100% = the carbachol control signal. activation, % at 3 µM. 0.29% of 220,000 active. AID 1448, 2008;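 active = activation above its plate's cutoff, the mean activation of the plate's test wells plus 3 SD, cut at about 12% in these data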;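 note: 0% = DMSO only wells and 100% = carbachol wells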
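Test system: TRPML3-YFP stable HEK293 cells. Doses: single point at 3 µM. Incubation: dye loading 1 h 37 °C then 30 min ambient, 125 s read. Signal: Fluo-8 calcium dye fluorescence, ex 470-495, em 515-575 nm. Measure: percent activation from peak-to-basal fluorescence ratio, scaled between DMSO and carbachol.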
EP2 mod – EP2 receptor modulators, cAMP readout, primary screen, cell-based, HTRF cAMP, PGE2 stimulation; 0.83% of 260,000 active; Prostaglandin E2 receptor EP2 subtype (Homo sapiens), P43116; induction, % at 25 µM; EP2-expressing cells, cAMP HTRF FRET, PGE2 co-stimulation; AID 940, 2007;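 active = compounds whose cAMP rise, as percent of the full-agonist control response, exceeds 60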;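 note: rat C6 glioma line stably carrying human EP2 under a CMV promoter; the protocol text gives 20 µM as final concentration; 100% = response of wells given 1 µM PGE2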
Target sequence (P43116 whole entry, looked up): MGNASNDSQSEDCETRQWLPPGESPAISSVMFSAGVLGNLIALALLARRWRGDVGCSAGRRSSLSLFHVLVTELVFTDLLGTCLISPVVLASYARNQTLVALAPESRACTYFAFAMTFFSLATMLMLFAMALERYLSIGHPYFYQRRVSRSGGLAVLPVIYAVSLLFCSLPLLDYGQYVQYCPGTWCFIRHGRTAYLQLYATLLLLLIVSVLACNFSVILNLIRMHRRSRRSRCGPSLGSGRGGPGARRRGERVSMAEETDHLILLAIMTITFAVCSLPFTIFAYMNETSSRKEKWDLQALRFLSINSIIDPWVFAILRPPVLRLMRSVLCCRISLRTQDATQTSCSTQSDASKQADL
TRPN1 ag – zebrafish TRPN1 channel agonists, primary screen, cell-based, HEK293, calcium fluorescence | activation, % at 3 µM | transient receptor potential cation channel N1 (TRPN1/NompC), Danio rerio | 0.18% of 220,000 active | AID 1424, 2008 | HEK293 zebrafish TRPN1-YFP, Fluo-8 calcium fluorescence; 100% = response to 87 µM carbachol;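 active = activation above its plate's cutoff, the mean activation of test wells on that plate plus 3 SD, cut at about 19% in these data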;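 note: 0% = DMSO alone and 100% = 87 µM carbachol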
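System: zebrafish TRPN1-YFP in HEK293 cells / Dosing: 3 µM single point / Timing: dye loading 1 h at 37 °C, then 30 min room temperature / Signal: Fluo-8 calcium fluorescence, excitation 470-495 nm, emission 515-575 nm / Read-out basis: percent activation from peak over basal fluorescence ratio, control-normalized / Control set: high carbachol 87 µM, low DMSO alone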
S1P4 antag – S1P4 receptor antagonists, primary screen, cell-based. Sphingosine 1-phosphate receptor 4 (Homo sapiens), O95977. S1P4-expressing cells, antagonist mode, reporter read-out. inhibition, % at 4.98 µM. 0.26% of 220,000 active; in the data active = inhibition above about 29%;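 note: 0% = wells stimulated with agonist and 100% = vehicle wells without agonist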
Starred values were filed as active, the others as inactive; i = inactive; & = joins results of further samples. Compounds were not picked by outcome; any-hit rate near 3.6%.

Below each compound – EP2 mod, BaF3 tox, S1P4 ag, PERK inhibitor, TRPN1 ag, Ba/F3 V617F tox, TRPML3 ag, m-calpain inh, S1P4 antag
COc1ccc(NC(=O)CN(c2ccc(C(C)C)cc2)S(=O)(=O)c2c(C)noc2C)cc1OC
→ 11, 2, 3.5, 0.0, 1.9, -1, 1.3, -5, -14
Cc1cc(C(=O)NNC(=O)C2CCCC2)c(C)o1
→ 6, 1, 1.7, -0.5, -1.9, 1, 0.2, 27, -17
Cc1ccc(S(=O)(=O)Nc2nc3ccc(S(=O)(=O)N4CCCC4)cc3s2)cc1
→ 14, 2, -0.3, 2.0, 0.6, -2, -0.4, -40, -9
COCCCn1c(SCc2nnc(-c3ccc(OC)c(OC)c3)o2)nc2ccccc2c1=O
→ -49, -1, -1.3, -0.3, 0.5, -2, 0.5, -36, 2
O=C1C(Cl)=C(NCC2CCCO2)C(=O)N1CCc1ccccc1 (configuration not stated)
→ 9, 6, 0.5, -0.9, 0.5, 0, 0.0, -12, 15
OCc1cn(-c2ccccc2)nn1
→ 6, 3, 0.4, 0.2, 0.4, 0, 0.6, 31, -5
CCN(CC)S(=O)(=O)c1ccc(NC(=O)CN(c2ccc(OC)cc2OC)S(C)(=O)=O)cc1
→ -9, 10, 0.5, -0.1, 0.1, 2, 0.6, -16, -7
S=C(NCc1cccnc1)Nc1cccc(Cl)c1
→ -6, -1, 0.2, 0.8, 0.5, -4, 0.1, -6, 0
Cc1ccc(C(C)C)c(OCCCN(C)Cc2ccccc2)c1
→ 11, 5, -1.1, -1.2, -3.0, -1, -0.4, 6, 16
Cc1cc(NC(=O)NN2CCOCC2)nn1-c1c(Cl)cccc1Cl
→ -20, -4, 0.9, 1.1, -0.2, 2, 1.0, -19, -9

Looked up above:
S1P4 ag with `S=C(NCc1cccnc1)Nc1cccc(Cl)c1` : 0.2
EP2 mod with `Cc1cc(NC(=O)NN2CCOCC2)nn1-c1c(Cl)cccc1Cl` : -20
Ba/F3 V617F tox with `Cc1cc(C(=O)NNC(=O)C2CCCC2)c(C)o1` : 1

3 compounds from above, arranged by count of non-hydrogen atoms, low to high.
Below each compound – EP2 mod, BaF3 tox, S1P4 ag, PERK inhibitor, TRPN1 ag, Ba/F3 V617F tox, TRPML3 ag, m-calpain inh, S1P4 antag
OCc1cn(-c2ccccc2)nn1
→ 6, 3, 0.4, 0.2, 0.4, 0, 0.6, 31, -5
Cc1cc(NC(=O)NN2CCOCC2)nn1-c1c(Cl)cccc1Cl
→ -20, -4, 0.9, 1.1, -0.2, 2, 1.0, -19, -9
CCN(CC)S(=O)(=O)c1ccc(NC(=O)CN(c2ccc(OC)cc2OC)S(C)(=O)=O)cc1
→ -9, 10, 0.5, -0.1, 0.1, 2, 0.6, -16, -7

(cont.)
Below each compound – EP2 mod, BaF3 tox, S1P4 ag, PERK inhibitor, TRPN1 ag, Ba/F3 V617F tox, TRPML3 ag, m-calpain inh, S1P4 antag
O=C(Cn1nc(CNc2ccc(Cl)cc2)[n+]2c1CCCCC2)c1ccc(Cl)cc1
→ -4, 8, -0.8, -0.5, -0.5, 2, -0.8, -24, -10
CC(=O)Nc1ccc(S(=O)(=O)NCc2csc(C)n2)cc1
→ 18, -1, 2.8, 0.7, 0.4, -6, 1.1, 5, -6
Cc1csc(NC(=O)c2ccc(C(=O)Nc3nc(C)cs3)cc2)n1
→ 1, -3, -0.8, -0.1, 4.4, -3, 2.1, -29, -16
O=C(NCc1cccs1)[C@@H]1CSC2c3ccccc3C(=O)N21 (some centres not stated)
→ 0, 0, 1.4, 0.8, 0.2, 1, -0.1, 17, 7
O=C1c2ccccc2C(=O)N1CCSc1nc2ccccc2c(=O)n1CCCN1CCOCC1
→ -12, 8, 0.8, -0.1, 1.4, 3, 1.3, -30, 5
O=C(Cn1nnc(-c2ccccc2F)n1)NCCc1ccccc1
→ -2, 0, 0.0, 0.8, -0.7, -3, -0.8, -10, -54
N#Cc1cc2cc3c(cc2nc1SCC(=O)OC1CCCCC1)OCO3
→ 39&28, 1, -1.5, 0.7, 1.8, 1, 1.0, -65, -5
C=CC[n+]1c(C)csc1Nc1ccc(C)cc1
→ 16, 6, 0.8, 0.7, -2.5, 1, -1.0, 1, -4
CCCCOc1ncnc2c1[nH]c1ccc(OC)cc12
→ -18, 5, -1.5, -1.3, 1.4, 5, 0.3, -44, -9
CC(C)N(Cc1cc2ccccc2[nH]c1=O)C(=O)C1CCCCC1
→ 20, 28*, 2.4, 0.7, 0.7, -2, 0.3, -34, 4

Following part
Below each compound – EP2 mod, BaF3 tox, S1P4 ag, PERK inhibitor, TRPN1 ag, Ba/F3 V617F tox, TRPML3 ag, m-calpain inh, S1P4 antag
Cc1ccc(NS(=O)(=O)c2cc(NC(=O)c3cc4c(s3)CCCC4)ccc2C)c(C)c1
→ -73, 2, 0.4, -0.6, -1.4, -4, 0.2, -85, -22
COC(=O)c1cc(Cl)c(NC(=O)/C=C/c2ccc(Cl)cc2)cc1OC
→ 24, 2, -1.3, 0.7, -0.4, 2, 0.0, -62, -6
CC1CCCN(CC(=O)Nc2ccc(S(=O)(=O)N3CCCCC3)cc2)C1 (configuration not stated)
→ 5, 0, -0.7, -0.4, -0.3, -4, 0.8, 1, -19
Cc1ccc(C)c(NC(=O)Cn2c([N+](=O)[O-])cnc2C)c1
→ 6, 4, 1.7, 1.8, 0.8, 0, -0.2, -8, -11
CC(=O)c1c(C)[nH]c(C(=O)Nc2cc(C)ccc2C)c1C
→ 10, 13, -3.2, 0.8, 0.9, -1, 0.1, 7, -11
CCOc1ccccc1NC(=O)CN(C)S(=O)(=O)c1cccc2nsnc12
→ 19, -1, -0.8, -0.9, -2.2, -1, -0.6, 7, -6
CCOc1ccc2nc(NC(NC(C)=O)(C(=O)OC)C(F)(F)F)sc2c1 (configuration not stated)
→ -5, 8, 0.8, 0.0, 0.5, 1, 0.1, 7, -3
NC(=O)C1=C[C@@H](C2CCCCC2)C[C@@H](OCCCCO)O1
→ 13, -2, 0.0, 0.7, 1.2, 3, 0.3, -18, 6
CC(C)C(=O)Nc1ccc(C(=O)N2CCN(C(=O)c3ccco3)CC2)cc1
→ -1, 2, -3.0, 0.9, 0.5, -1, 1.0, -1, -9
O=C(OCC1CC(c2ccccn2)=NO1)c1ccc(Br)cc1 (configuration not stated)
→ -3, 3, 0.7, -0.3, -0.7, 3, 0.0, 4, -4

Continuation.
Below each compound – EP2 mod, BaF3 tox, S1P4 ag, PERK inhibitor, TRPN1 ag, Ba/F3 V617F tox, TRPML3 ag, m-calpain inh, S1P4 antag
CC1(C)CC(=O)C=C(NCCN2CCN(C(=O)Nc3ccc(Cl)cc3)CC2)C1
→ 1, 0, 0.1, 0.8, 0.1, -2, 0.5, 31, 9
O=C(CNC(=O)c1ccccc1F)OC(C(=O)Nc1cc(C(F)(F)F)ccc1Cl)c1ccccc1 (configuration not stated)
→ 13, 5, -0.8, 0.1, 0.3, 5, -0.1, 61*, 8
CCNC(=O)COc1ccc(CC)cc1
→ 14, 5, 0.5, 0.9, -1.0, -2, 0.8, 15, -14
Cc1ccc(C(=O)Nc2ccccc2C(=O)N2CCCCCC2)cc1
→ 1, 2, -0.4, 0.7, -1.2, -1, -0.4, 10, -3
Cc1ccc(NC(=S)N(CCCN(C)C)Cc2cc3cc4c(cc3[nH]c2=O)OCO4)c(C)c1
→ -5, 12, 1.6, -0.3, 0.1, 6, 0.0, -77, 0
COc1ccc(-c2cc3ccccc3[nH]2)cc1
→ -30, 0, -0.7, 0.1, 0.7, -3, 0.2, -11, 10
O=C(NCc1ccccn1)c1ccc(CS(=O)(=O)Cc2ccc(Cl)cc2)o1
→ 9, 3, 0.5, -0.2, 1.5, 0, 0.0, -13, 5
CCCN(CCC)C(=O)Cn1c(=O)c2sccc2n2c(=S)sc(-c3ccccc3)c12
→ 8, -4, -1.6, 1.9, 0.5, -1, 0.8, 18, 8
O=C(Oc1ccc(N(Cc2cccs2)C2=NS(=O)(=O)c3ccccc32)cc1)c1ccco1
→ 16, 2, 0.7, 0.8, -0.7, -7, -0.2, -12, 0
O=C(NC(=S)NCCC1=CCCCC1)c1ccc(Br)o1
→ -39, 10, 0.5, 1.8, 0.4, 2, -0.3, 23, 13

Profiles, looked up by structure:
Shown for CC1(C)CC(=O)C=C(NCCN2CCN(C(=O)Nc3ccc(Cl)cc3)CC2)C1 → EP2 mod = 1; BaF3 tox = 0; S1P4 ag = 0.1; PERK inhibitor = 0.8; TRPN1 ag = 0.1; Ba/F3 V617F tox = -2; TRPML3 ag = 0.5; m-calpain inh = 31; S1P4 antag = 9
Shown for Cc1ccc(C(=O)Nc2ccccc2C(=O)N2CCCCCC2)cc1 → EP2 mod = 1; BaF3 tox = 2; S1P4 ag = -0.4; PERK inhibitor = 0.7; TRPN1 ag = -1.2; Ba/F3 V617F tox = -1; TRPML3 ag = -0.4; m-calpain inh = 10; S1P4 antag = -3

Remaining list, next part:
Below each compound – EP2 mod, BaF3 tox, S1P4 ag, PERK inhibitor, TRPN1 ag, Ba/F3 V617F tox, TRPML3 ag, m-calpain inh, S1P4 antag
CCOC(=O)C1(CCCc2ccccc2)CCN(Cc2cn(CC)nc2C)CC1
→ -5, 9, 3.9, -0.2, 0.2, 2, 1.6, 7, 2
CCOCC(=O)Nc1c(C)n(C)n(-c2ccccc2)c1=O
→ 14, 4, 0.3, 1.1, 0.2, -1, 1.6, 9, -7
CCc1nnc(NC(=O)CSc2nnc(-c3cccnc3)n2CCc2ccccc2)s1
→ -3, 3, -1.0, -0.1, -0.1, 1, 0.6, 28, -2
CCOC(=O)c1cccc(NC(=O)CSc2nc(N)cc(N)n2)c1
→ -3, 5, 1.8, 0.6, -0.8, 2, 0.2, 10, 8
Cc1cnc(C(=O)N2CCN(S(=O)(=O)c3ccc4ccccc4c3)CC2)cn1
→ -12, 2, -1.5, 0.3, 1.0, -5, 2.6, 5, 5
Cc1ccc(SCC(=O)NNC(=O)C2CCCCC2)cc1
→ 10, 0, 0.6, 1.2, 0.1, -3, -1.1, -2, -20
O=C(O)CNC(=O)CCN1C(=O)c2ccccc2C1=O
→ 13, 0, -1.1, 0.0, -0.1, -5, 0.9, 20, -8
Nc1nc2nc(-c3ccc(F)cc3)cc(C(F)(F)F)n2n1
→ -14, 0, 1.1, -1.0, -1.4, 3, -0.5, i, -7
O=C(Nc1ccc2c(c1)CCC2)c1ccc(Br)s1
→ -27, -1, 0.6, 0.5, -0.2, -1, 0.8, 10, 20

From PubChem BioAssay
